EPAC1 agonist: agonists of human EPAC1; 0.073% of 360,000 active; EPAC1 agonist qHTS, biochemical assay; response scale: 100% = response to 6.5 mM cAMP; Potency, µM (highest dose often 154 µM), without a hit: at the highest dose activation, hits mostly activators; AID 720707; O95398; also: potency is read from the fitted curve at half-maximal effect; nearly all actives have a fitted effect of over 60% in size
Target sequence (O95398 whole entry, looked up): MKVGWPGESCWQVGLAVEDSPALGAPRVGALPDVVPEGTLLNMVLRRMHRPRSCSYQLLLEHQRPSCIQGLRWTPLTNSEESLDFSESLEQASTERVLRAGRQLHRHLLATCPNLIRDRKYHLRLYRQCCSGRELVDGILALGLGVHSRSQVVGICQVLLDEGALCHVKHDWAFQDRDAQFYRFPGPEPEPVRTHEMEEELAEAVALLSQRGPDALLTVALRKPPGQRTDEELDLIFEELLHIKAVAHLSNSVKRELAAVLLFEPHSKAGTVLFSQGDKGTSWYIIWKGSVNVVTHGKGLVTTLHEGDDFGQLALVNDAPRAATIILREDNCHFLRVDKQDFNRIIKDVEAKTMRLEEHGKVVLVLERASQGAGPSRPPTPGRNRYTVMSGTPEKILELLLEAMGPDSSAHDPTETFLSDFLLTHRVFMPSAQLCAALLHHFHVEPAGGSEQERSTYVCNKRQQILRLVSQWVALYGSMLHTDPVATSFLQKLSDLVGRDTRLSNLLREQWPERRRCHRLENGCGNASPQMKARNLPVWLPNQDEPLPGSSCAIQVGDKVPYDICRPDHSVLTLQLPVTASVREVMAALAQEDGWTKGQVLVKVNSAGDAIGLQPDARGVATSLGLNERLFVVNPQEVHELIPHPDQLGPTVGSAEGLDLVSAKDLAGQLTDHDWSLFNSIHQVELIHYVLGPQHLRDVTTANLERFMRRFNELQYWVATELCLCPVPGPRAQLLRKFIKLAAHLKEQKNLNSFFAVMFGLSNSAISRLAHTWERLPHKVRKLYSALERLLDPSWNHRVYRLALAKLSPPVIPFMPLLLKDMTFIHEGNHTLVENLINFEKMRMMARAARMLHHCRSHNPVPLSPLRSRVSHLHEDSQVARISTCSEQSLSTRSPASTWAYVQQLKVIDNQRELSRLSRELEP
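Fluorescent GDP-exchange assay: 100 nM EPAC1 with 250 nM Rap1B preloaded with BODIPY-GDP and 50 uM GDP; compounds tested as concentration series, 5 min at room temperature, then read every 5 min for 30 min (ex 480/em 540 nm); normalized to 6.5 mM cAMP.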
PLK1 PBD block: blocks phosphopeptide binding to human PLK1 polo-box domain. P53350. Plk1 PBD binding of FITC phosphopeptide, fluorescence polarization. Potency, µM, without a hit: max response, negative = inhibition, hits mostly inhibitors. 2.8% of 360,000 active; also: potency is read from the fitted curve at half-maximal effect; series mostly up to about 57 µM; % is scaled to controls: 0 for no effect and ±100 for the full control effect; nearly all actives have a fitted effect of over 65% in size
WRN helicase inh: inhibitors of human WRN helicase; Potency, µM (series often up to 114 µM), inactives show top-dose activity change, negative = inhibition, actives largely listed as inhibitors; 0.46% of 360,000 active; WRN helicase unwinding, fluorescent forked duplex, kinetic; also: potency is read from the fitted curve at half-maximal effect; % is scaled to controls: 0 for no effect and ±100 for the full control effect; nearly all actives have a fitted effect of over 55% in size
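Screening of the MLSMR collection measured strand separation of a quenched forked DNA duplex (100 nM) by 20 nM WRN with 2 mM ATP, all final. Compounds were preincubated with enzyme 15 min at room temperature.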
EPAC1 antag: EPAC1 (human) antagonism | O95398 | EPAC1 GEF assay, Rap1b-BODIPY-GDP exchange fluorescence | Potency, µM (series often up to 115 µM), without a hit: top-dose activity change, negative = inhibition, actives largely listed as inhibitors | 0.14% of 360,000 active;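 also: potency is read from the fitted curve at half-maximal effect; plate controls were vehicle for no effect and positive control for full effect; nearly all actives have a fitted effect of over 50% in size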
CCT chaperon mod: modulators of cytosolic chaperonin (CCT/TRiC) activity; purified chaperonin ATPase assay, HTRF ADP detection, 30 min; activity change, % (test concentration not listed), hits read low; 0.3% of 360,000 active; in the data active = activity change below about -30%; also: % is scaled to controls: 0 for no effect and ±100 for the full control effect
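We incubate TRiC, 40 or 20 nM final, with library compounds at 76 uM and 10 uM ATP for 30 min at 37 °C. ADP formed is detected with Transcreener HTRF reagents after 30 min at room temperature.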
EPAC2 antagonist: blocks human EPAC2 exchange factor. AID 720708. 0.18% of 360,000 active. Potency, µM (series often up to 114 µM), for inactives: top-dose activity, negative = inhibition, hits mostly inhibitors. EPAC2 GEF exchange of Rap1B-BODIPY-GDP, fluorescence. Q8WZA2; also: potency is read from the fitted curve at half-maximal effect; % is scaled to controls: 0 for no effect and ±100 for the full control effect; nearly all actives have a fitted effect of over 45% in size; many of its hits are not listed in these tables
PI5P4K alpha inh: inhibitors of human PI5P4K alpha; P48426; PI5P4Kalpha enzyme, ADP-Glo luminescence, 60 min; active compounds read low; max response, %; 1.2% of 330,000 active; AID 652105; active = max response of -50% or lower; inconclusive = between -30% and -50%; inactive = -30% or higher; also: value at the top dose of about 77 µM; % is scaled to controls: 0 for no effect and ±100 for the full control effect
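PI5P4Kalpha ADP-Glo assay; 5 microM ATP final; 60 min RT reaction; HEPES pH 7.4/EGTA/CHAPS, 5% DMSO; controls lacking substrate or enzyme; luminescent end-point.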
MmCpn inh: M. maripaludis TRiC chaperonin inhibition | purified Mm-Cpn ATPase, ADP Transcreener TR-FRET | 0.031% of 330,000 active | Potency, µM (top dose mostly 76.9 µM), inactives show top-dose activity, negative = inhibition, most hits filed as inhibitors | AID 504842; also: potency is read from the fitted curve at half-maximal effect; % is scaled to controls: 0 for no effect and ±100 for the full control effect; nearly all actives have a fitted effect of over 80% in size
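Inhibition of chaperonin ATP hydrolysis is measured as reduced ADP production, detected by competitive TR-FRET in which signal falls with ADP. Final enzyme 25 nM and ATP 10 uM, reacted 30 min at 37°C.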
An asterisk follows results filed as active; u = inconclusive; x = no result given; [ ] = another dose, or the depositor's remark. Unless noted, calls follow the shape of the dose curve; as a rule, active = well fitted curve in the direction sought with a large enough effect; inconclusive = small, poorly fitted or top-dose-only effect, or another doubt; inactive = no such curve, though single readings can be large; an effect the other way counts as inactive or inconclusive. Only part of the results is shown. The share of hits here may be higher or lower than overall.

Value order: EPAC1 agonist	PLK1 PBD block	WRN helicase inh	EPAC1 antag	CCT chaperon mod	EPAC2 antagonist	PI5P4K alpha inh	MmCpn inh
COc1ccc2[nH]c(C(=O)N3CCC(Cc4ccccc4)CC3)cc2c1
    6.9%	-1.4%	-2.4%	-4.6%	0.2	-15.1%	0.0	-3.8%
O=C(c1ccco1)N(Cc1cccnc1)C(c1ccccc1)c1nc2ccccc2[nH]1 (stereo not given)
    -1.2%	0.4%	-7.7%	4.9%	1.3	1.9%	0.3	x
CCOC(=O)N1CCN(C(=O)C2CCN(C(=O)c3ccc(C(C)(C)C)cc3)CC2)CC1
    0.4%	-7.2%	6.8%	10.5%	-3.5	1.0%	-1.7	-1.9%
Cc1ccc(Cc2c(-c3ccc(Cl)cc3)nc3c4ccccc4ccn23)cc1
    4.5%[76.9 µM]	x	4.1%	10.1%[57.5 µM]	x	4.4%	19.7	x
COc1ccccc1C(=O)Nc1ccnn1C1CCN(Cc2cc(C)c(C)cc2C)CC1
    10.5%	-10.5%	u	-20.8%	-0.5	-14.7%	0.8	-0.8%
Cn1c(C(=O)N2CCC(C(N)=O)CC2)cc2cc(Cl)ccc21
    2.7%	-12.2%	1.7%	6.0%	-0.5	-0.4%	-4.8	1.1%
O=C(CSC1=NS(=O)(=O)c2cc(F)ccc2N1)NCCc1ccccc1
    5.6%	-6.3%	4.1%	14.0%	1.0	2.1%	-0.5	-0.8%
O=C(N/N=C/c1cccc(OC(=O)c2cccc(Br)c2)c1)c1cccnc1
    7.6%	-2.5%	-16.5%	-10.2%	0.2	-5.0%	-1.0	-3.1%
CCOC(=O)C1CCN(S(=O)(=O)c2ccc3c(c2)CC(=O)N3C)CC1
    9.0%	-28.3%	5.2%	-35.0%	-1.4	-4.8%	4.3	-1.2%
CCN(CC)S(=O)(=O)c1ccc(NS(=O)(=O)c2cccc(C)c2)cc1
    7.9%	3.1%	-4.8%	-0.8%	-1.3	-0.8%	x	1.9%
O=C(c1ccco1)N1CCN(C(=O)C2Cc3ccccc3CN2S(=O)(=O)c2ccc(F)cc2)CC1 (stereo not given)
    -4.0%	1.4%	11.1%	12.7%	-7.6	12.1%	-2.9	-3.4%
CCc1cc2c(SC(C)C(=O)NC3CCCC3)ncnc2s1 (stereo not given)
    4.8%	3.2%	-27.5%	-9.7%	-0.1	-2.7%	-3.7	0.6%
COC1(OC)N=C(N)C2(C#N)C(c3ccc(F)cc3)C12C#N (stereo not given)
    0.0%	-5.2%	3.0%	-13.0%	1.3	-1.7%	1.8	1.9%
Clc1ccccc1C1Nc2cccc3cccc(c23)N1
    12.6%	-17.8%	-1.3%	-8.3%	0.5	u	-22.2	-1.0%
Cc1nc(-c2ccc(NC(=O)CC(C)C)cc2)cs1
    0.4%	u	-2.4%	-20.3%	-1.9	-1.1%	-13.5	2.1%
COCCNC(=O)C1CCCN(Cc2cccc(C#N)c2)CC1 (stereo not given)
    -11.0%	2.5%	7.5%[57.1 µM]	4.7%	-7.7	4.5%	-0.3	x
C=CCC1(CC=C)CCCN1C(=O)c1cc(COc2cccc(OC)c2)on1
    3.8%	-2.0%	-2.7%	-2.6%	-1.0	-7.9%	3.2	-0.5%
Cc1cccc(NC(=O)CSc2c3c(nc4ccccc24)CCC3)n1
    -7.7%	-1.1%	-0.2%	-11.6%	-2.7	6.7%	-4.5	2.1%
O=C(NCCN1CCOCC1)C(Sc1ccccc1)c1ccccc1 (stereo not given)
    3.5%	-14.1%	-32.4%	7.8%	-2.3	3.3%	-6.4	1.0%
Cc1ccccc1CCNC(=O)C1CCC(=O)N(C2CCCCCC2)C1 (stereo not given)
    -3.7%	-5.3%	-11.1%	6.9%	-0.7	2.3%	1.3	-2.7%

Overlap with the part before: two compounds, followed by the next part.
Value order: EPAC1 agonist	PLK1 PBD block	WRN helicase inh	EPAC1 antag	CCT chaperon mod	EPAC2 antagonist	PI5P4K alpha inh	MmCpn inh
O=C(NCCN1CCOCC1)C(Sc1ccccc1)c1ccccc1 (stereo not given)
    3.5%	-14.1%	-32.4%	7.8%	-2.3	3.3%	-6.4	1.0%
Cc1ccccc1CCNC(=O)C1CCC(=O)N(C2CCCCCC2)C1 (stereo not given)
    -3.7%	-5.3%	-11.1%	6.9%	-0.7	2.3%	1.3	-2.7%
CCOc1ccc(S(=O)(=O)Nc2ccccc2C(=O)Nc2ccccc2N2CCOCC2)cc1
    2.9%	-2.2%	-5.6%	-14.0%	-1.6	-2.4%	x	0.5%
CCOC(=O)C1C(O)=CC(=O)CC1c1ccccc1 (stereo not given)
    4.5%	-23.0%	2.4%	1.4%	-1.8	13.3%	0.2	-0.1%
CCOc1cc(/C=N/Nc2nc(=O)[nH]nc2C)ccc1O
    -1.7%	-9.7%	-4.8%	-1.1%	-2.2	23.8%	2.8	0.6%
COc1cccc(C2C([N+](=O)[O-])=C(N)Oc3cc(C)oc(=O)c32)c1 (stereo not given)
    -1.8%	u	-12.5%	-1.5%	-0.3	5.7%	-6.7	1.4%
O=S(=O)(NCCc1cccs1)c1ccc(Br)cc1
    8.6%	-6.7%	8.0%	-0.3%	-0.2	-13.6%	2.3	1.1%
COc1ccc(NC(=O)CSc2nc(=O)n(CCN(C)C)c3c2CCCC3)cc1
    u	0.5%	2.9%	1.8%	2.4	7.6%	-5.9	-4.4%
CN(C)c1ccc(-c2noc(C3CCN(S(=O)(=O)c4ccc(C(=O)O)cc4)CC3)n2)cc1
    -6.7%	-3.7%	-8.9%	4.1%	0.2	5.7%	x	x
COc1ccc(S(=O)(=O)N2CCN(C(=O)C3CCCCC3)CC2)cc1
    -0.9%	-7.1%	-27.0%	12.0%	-2.7	-3.9%	2.3	3.1%
O=C(Nc1cccc(S(=O)(=O)N2CCCC2)c1)c1cncc(Br)c1
    4.3%	-7.1%	-14.1%	-18.4%	2.9	-20.8%	-2.7	-0.3%
COc1ccc(C2c3ccc(O)cc3Oc3ncn4nc(-c5ccncc5)nc4c32)cc1OC (stereo not given)
    3.7%	10.1%	1.2%	6.3%	-0.2	-15.6%	-6.0	-0.4%
CC(=O)c1ccc(NC(=O)/C(=C\c2ccco2)NC(=O)c2ccco2)cc1
    6.7%	-4.2%	-5.9%	-22.0%	-3.6	-2.9%	2.0	-1.3%
COc1ccc(C(CNC(=O)c2cc(S(=O)(=O)N3CCN(c4ccccc4)CC3)ccc2Cl)N(C)C)cc1 (stereo not given)
    -3.0%	4.4%	-2.8%	-8.9%	-3.0	-7.2%	-0.2	0.0%
COc1cc(NC(=O)c2ccc(-c3csc(C)n3)cc2)c(OC)cc1Cl
    -2.6%	-13.2%	5.5%	-10.8%	-4.6	-1.8%	-0.6	0.8%
COc1ccc(S(=O)(=O)Nc2ccc(NC(C)=O)cc2)cc1[N+](=O)[O-]
    -1.5%	-12.2%	8.2%	-25.7%	-2.7	-1.8%	7.5	-1.5%
O=C(NC1CCCN(Cc2ccc(Cl)cc2)C1)c1cccc(N2CCCC2=O)c1 (stereo not given)
    9.6%	2.3%	-16.9%	1.6%	0.0	8.8%	-5.1	0.4%
Cn1c2c(c(=O)n(C)c1=O)C(c1ccccc1OC(F)F)C1=C(CCCC1=O)N2 (stereo not given)
    2.4%	-2.5%	-7.2%	-15.9%	-0.3	-0.7%	1.8	-5.4%
Cc1nn(C)cc1C(=O)Nc1cc(Oc2ccc(Cl)cc2)cc([N+](=O)[O-])c1
    -9.3%	26.7µM*	-3.3%	3.0%	0.1	12.2%	x	0.9%
O=C(CCN1C(=O)C2C3CCC(C3)C2C1=O)OCC(=O)c1cccc([N+](=O)[O-])c1 (stereo not given)
    -11.9%	-6.9%	8.4%	14.9%	-5.6	9.1%	-0.4	u
Cc1ccc(CNCCCSc2ncccn2)cc1
    -2.3%	1.8%	-1.4%	7.4%	0.3	2.5%	0.0	2.9%
COc1ccc(NC(=O)CCNS(=O)(=O)c2cccc3nonc23)cc1
    1.3%	0.3%	-13.9%	u	2.3	3.0%	2.7	-0.3%

Quoted from the results shown for reference:
Value order: EPAC1 agonist	PLK1 PBD block	WRN helicase inh	EPAC1 antag	CCT chaperon mod	EPAC2 antagonist	PI5P4K alpha inh	MmCpn inh
Cc1ccc(CNCCCSc2ncccn2)cc1
    -2.3%	1.8%	-1.4%	7.4%	0.3	2.5%	0.0	2.9%
COc1ccc(NC(=O)CCNS(=O)(=O)c2cccc3nonc23)cc1
    1.3%	0.3%	-13.9%	u	2.3	3.0%	2.7	-0.3%

More records follow.
Value order: EPAC1 agonist	PLK1 PBD block	WRN helicase inh	EPAC1 antag	CCT chaperon mod	EPAC2 antagonist	PI5P4K alpha inh	MmCpn inh
O=C(CSc1ncccn1)N/N=C/c1ccc(OC2CSC2)cc1
    -14.3%	0.6%	7.2%	-20.3%	1.2	5.0%	2.1	0.9%
Cc1cc(C(=O)COC(=O)c2ccc(F)cc2F)c(C)n1C1CC1
    20.7%	-1.6%	u	2.4%	-6.7	-5.9%	0.6	1.0%
CC(OC(=O)CCCc1nc2ccccc2s1)C(=O)NC(N)=O (stereo not given)
    9.4%	8.9%	-7.6%	-1.5%	0.2	-5.6%	0.6	-2.8%
O=C(Nc1cc(S(=O)(=O)N2CCCCC2)ccc1Oc1ccccc1)C1=COCCO1
    13.2%	11.0%	-17.9%	2.0%	-5.9	u	-0.9	1.5%
COc1ccc(N2CCN(Cc3nc(Cc4cccc(F)c4)no3)C(C)C2)cc1 (stereo not given)
    3.8%	-9.1%	-7.5%	-6.3%	-0.6	0.9%	1.2	3.0%
CCOc1ccc(NCc2nnc(SCC(=O)Nc3cc(C)on3)n2-c2ccc(OC)cc2)cc1
    -6.3%	-1.8%	2.5%	0.5%	-0.1	-3.7%	x	0.7%
O=C(Cc1ccccc1)Nc1ncccn1
    5.2%	-2.5%	-11.1%	-4.9%	1.3	-0.6%	1.5	0.6%
O=C(O)c1ccc(CN2C[C@@H](CO)O[C@@H](n3cnc4c(Nc5ccccc5)ncnc43)C2)cc1
    4.5%	3.5%	-3.5%[57.1 µM]	-10.2%	0.2	3.8%	0.1	x
Cc1[nH]n(-c2ccc([N+](=O)[O-])cc2)c(=O)c1/C=N/N1CCOCC1
    10.8%	-6.1%	-8.1%	u	-1.1	u	3.3	-2.3%
CCCC(=O)n1nc(-c2ccc(OC)cc2)nc1N
    -2.7%	-3.6%	-6.8%	-8.3%	-0.4	-7.4%	3.3	-2.3%
CCn1cnc2c1c(=O)n(CC(=O)Nc1ccc3c(c1)OC(F)(F)O3)c(=O)n2Cc1ccccc1
    -8.4%	4.8%	-8.3%	-13.5%	0.2	-19.1%	15.7	-1.3%
Cc1ccccc1CN1CCN(c2ccc(S(=O)(=O)N3CCCC3)cn2)CC1
    8.4%	4.6%	0.0%	-1.3%	-4.3	-0.7%	-0.8	-0.8%
